Screening results deposited in PubChem BioAssay by several laboratories.
ARFGAP1 inh: inhibitors of rat ARFGAP1 GAP activity, primary screen, biochemical, fluorescence polarization, GDP tracer. ADP-ribosylation factor GTPase-activating protein 1 (Rattus norvegicus), Q62848. Arfgap1-stimulated ARF1 GTP hydrolysis, GDP FP detection. inhibition, % at 16.5 µM. 360,000 compounds, 0.26% hits. AID 651572, 2012;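 active = inhibition above a per-plate limit, mean inhibition of low control wells plus 3 SD, cut at about 25% in these data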;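 note: 0% = DMSO wells with enzyme and 100% = wells lacking Arfgap1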
Target sequence (Q62848 1-136 limits assumed): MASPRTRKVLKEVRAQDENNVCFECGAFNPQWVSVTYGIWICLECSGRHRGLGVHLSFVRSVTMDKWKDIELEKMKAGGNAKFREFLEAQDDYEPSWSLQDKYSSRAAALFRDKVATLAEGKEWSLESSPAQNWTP
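Replicates: Single well per compound | Assay system: Truncated rat Arfgap1 GAP domain | Control set: No-Arfgap1 wells (100%) versus DMSO full-reaction wells (0%) | Times: Enzyme reaction 120 min at 25 °C after 20 min preincubation | Reagent: Human ARF1(Δ1-17)-GTP substrate | Measured by: Tracer-displacement fluorescence polarization with EDTA stop, 620/688 nm | Measure: Percent inhibition of Arfgap1-stimulated GTP hydrolysis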
PLCb3 inh: human PLC-beta3 inhibitors, primary screen, biochemical, fluorescence. 1-phosphatidylinositol 4,5-bisphosphate phosphodiesterase beta-3 (Homo sapiens), Q01970. Purified PLC-beta3, fluorogenic substrate. inhibition, % at 12.2 µM. 370,000 compounds, 0.18% hits. AID 720704, 2013; in the data active = inhibition above about 11%;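 note: 0% = median of compound wells on plate and 100% = full blocker control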
DDE Tn6 FP inh: inhibitors of Tn6 peptide binding to fibrin DD(E), primary screen, biochemical, fluorescence polarization, human fibrin, Tn6 probe; Fibrinogen beta chain (Homo sapiens), P02675; inhibition, % at 8.3 µM; 370,000 compounds, 0.21% hits; AID 720509, 2013; Fibrin DD(E) TRITC-Tn6 fluorescence polarization displacement;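 active = inhibition above a per-campaign cutoff: mean of compounds within control limits plus 3 SD, cut at about 15% in these data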;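 note: 0% = median of all compound wells on the plate and 100% = blocking peptide control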
Target sequence (P02675 whole entry, looked up): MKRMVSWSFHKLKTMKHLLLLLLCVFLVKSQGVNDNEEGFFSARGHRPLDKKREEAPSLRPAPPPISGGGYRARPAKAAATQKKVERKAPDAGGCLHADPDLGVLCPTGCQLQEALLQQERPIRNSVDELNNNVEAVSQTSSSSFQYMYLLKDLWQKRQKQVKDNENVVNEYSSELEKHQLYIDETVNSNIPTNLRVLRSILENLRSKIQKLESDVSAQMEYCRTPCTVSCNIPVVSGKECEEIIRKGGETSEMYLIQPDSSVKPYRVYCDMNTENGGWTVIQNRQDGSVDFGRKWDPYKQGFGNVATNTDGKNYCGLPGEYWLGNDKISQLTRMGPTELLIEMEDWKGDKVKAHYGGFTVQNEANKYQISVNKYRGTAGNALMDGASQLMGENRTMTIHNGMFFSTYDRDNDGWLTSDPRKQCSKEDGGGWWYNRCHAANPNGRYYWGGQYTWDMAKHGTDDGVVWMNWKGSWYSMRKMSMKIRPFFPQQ
DDE Tn7 FP inh: inhibitors of Tn7 peptide binding to fibrin DD(E), primary screen, biochemical, fluorescence polarization, human fibrin, Tn7 probe; Fibrinogen beta chain (Homo sapiens), P02675; FP displacement of FITC-Tn7 peptide from fibrin DD(E); 0% = median of compound wells per plate; inhibition, % at 8.3 µM; 370,000 compounds, 0.13% hits;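 active = inhibition above the mean of compounds falling within the control limits plus 3 SD of them, cut at about 14% in these data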;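 note: 0% = plate median of compound wells and 100% = 10 µM Aha-Tn7 peptide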
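system = human fibrin DD(E) protein | quantity = DD(E) 2 µM final | medium = Tris/NaCl/CaCl2 buffer, pH 7.8 | also added = labelled Tn7 tracer, 0.1 µM | compound dosing = single point at 8.3 µM | timing = compound with protein 10 min, then 3 h after probe, room temperature | signal = FP measurement | benchmarks = Aha-Tn7 high control | repeats = one replicate per compound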
UHRF1 binding: UHRF1 methylated DNA binding inhibitors, primary screen, counter-screen for MBD2 inhibitor project, biochemical, TR-FRET, human UHRF1, single concentration; 370,000 compounds, 0.75% hits; E3 ubiquitin-protein ligase UHRF1 (Homo sapiens), Q96T88; AID 687016, 2013; inhibition, % at 4.4 µM; UHRF1 binding to methylated oligo; in the data active = inhibition above about 21%;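 note: UHRF1 SRA domain binding a hemimethylated CpG hairpin DNA probe; 0% = median of test compound wells and 100% = reference inhibitor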
PLC-gamma1 inh: PLC-gamma1 enzyme inhibitors, primary screen, biochemical, fluorescence, purified enzyme; 370,000 compounds, 0.84% hits; 1-phosphatidylinositol 4,5-bisphosphate phosphodiesterase gamma-1 (Homo sapiens), P19174; AID 720700, 2013; fluorogenic substrate; inhibition, % at 12.2 µM; in the data active = inhibition above about 9.5%
HGIII-sPLA2 inh: human group III sPLA2 inhibitors, primary screen, biochemical, QFRET, BODIPY PC-A2 liposome substrate; inhibition, % at 12.2 µM; Group 3 secretory phospholipase A2 (Homo sapiens), Q9NZ20; 370,000 compounds, 0.56% hits; QFRET BODIPY PC-A2 liposome hydrolysis, fluorescence;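 active = inhibition above mean plus 3 SD of compounds lying within the high and low control bounds, cut at about 19% in these data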;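 note: 0% = median of test compound wells and 100% = no enzyme DMSO wells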
ASAP1 inh: inhibitors of human ASAP1 ArfGAP activity, primary screen, biochemical, fluorescence polarization. Arf-GAP with SH3 domain, ANK repeat and PH domain-containing protein 1 (Homo sapiens), …. ASAP1-stimulated ARF1 GTP hydrolysis, GDP FP detection. inhibition, % at 16.5 µM. 360,000 compounds, 0.19% hits; in the data active = inhibition above about 25%;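 note: 0% = vehicle with enzyme and substrate and 100% = no enzyme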
Target sequence (Q9ULH1 325-724 limits assumed): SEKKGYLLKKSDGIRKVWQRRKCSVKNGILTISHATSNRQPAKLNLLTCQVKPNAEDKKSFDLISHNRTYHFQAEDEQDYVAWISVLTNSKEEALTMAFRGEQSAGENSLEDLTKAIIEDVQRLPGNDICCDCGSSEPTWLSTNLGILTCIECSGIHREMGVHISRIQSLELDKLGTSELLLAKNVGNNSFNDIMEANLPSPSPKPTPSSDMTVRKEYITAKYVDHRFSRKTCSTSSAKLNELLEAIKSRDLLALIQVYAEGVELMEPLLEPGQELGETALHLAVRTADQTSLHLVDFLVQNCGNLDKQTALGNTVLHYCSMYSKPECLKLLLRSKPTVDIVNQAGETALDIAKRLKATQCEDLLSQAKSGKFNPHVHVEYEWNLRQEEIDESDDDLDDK
proKLK7 act: proKLK7 zymogen activators, primary screen, biochemical, fluorescence intensity; purified proKLK7, EDANS-DABCYL substrate fluorescence; 100% is mature enzyme control, 0% vehicle; activation, % at 7 µM; 370,000 compounds, 0.9% hits;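 active = activation above the mean of all tested compounds plus 3 SD, computed per campaign excluding outliers beyond control limits, cut at about 13% in these data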
Rev-erbA mod: modulators of Rev-erb alpha DNA binding, primary screen, biochemical, FITC-DNA, fluorescence polarization, uHTS; Nuclear receptor subfamily 1 group D member 1 (Homo sapiens), P20393; 370,000 compounds, 0.79% hits; Rev-erbα–FITC-DNA binding, 90 min; activity, % at 10 µM;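 active = activity above about 14%, limit read from the data; passing the limit was not always enough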;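 note: 0% = DMSO wells with 35 nM protein and 100% = DMSO wells with 750 nM protein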
Starred values were filed as active, the others as inactive; i = inactive; / = no result given.

SMILES	ARFGAP1 inh	PLCb3 inh	DDE Tn6 FP inh	DDE Tn7 FP inh	UHRF1 binding	PLC-gamma1 inh	HGIII-sPLA2 inh	ASAP1 inh	proKLK7 act	Rev-erbA mod
O=C(CN1CCC(NC(=O)C2CC2)CC1)Nc1cccc(F)c1	0	-8	4	2	0	2	9	-11	0.0	-3
CC12CC(NC(=O)N1c1cccc(C(=O)N3CCN(c4ccccn4)CC3)c1)c1ccccc1O2 (stereo not drawn)	7	5	0	-2	-1	5	-2	-3	0.3	0
O=C(CC1S/C(=N/N=C/c2c[nH]c3ccc(OCc4ccccc4)cc23)NC1=O)Nc1ccccc1 (stereo not drawn)	10	-14	-9	5	8	-11	-2	0	-14	-3
C/C(=N/NC(=O)C(C)n1nc(C)c([N+](=O)[O-])c1C)c1ccc(OCC(N)=O)cc1 (stereo not drawn)	-6	-1	-2	-7	1	4	-5	8	-0.1	-1
Cc1nc(S(=O)(=O)Nc2ccccc2C(=O)NCC2CC2)cn1C	0	-21	8	-1	1	-19	-2	5	-2.6	-2
Nc1ncnc2c1ncn2C1OC(CO)C(O)C1O (stereo not drawn)	/	-4	-3	2	-1	-2	-1	0	0.5	-1
CC1(C(=O)NS(=O)(=O)c2ccccc2)CCN1C(=O)CC1CCCC1 (stereo not drawn)	-12	-1	8	1	3	-1	15	0	0.3	2
CCCCC1Cc2[nH]c(=S)[nH]c(=O)c2C(c2ccc(F)cc2)O1 (stereo not drawn)	4	4	5	1	1	8	-3	1	0.8	2
Cc1c(C)c2c(OCC(=O)N[C@@H](Cc3ccccc3)C(=O)O)cc3c(c2oc1=O)CCC(C)(C)O3	6	i	-2	7	2	i	-14	13	56*	-4
O=C(O)c1cc(N/N=C/c2ccc(N3CCOCC3)cc2)ccc1Cl	-5	-24	-1	-5	-1	-9	-5	-2	0.1	-8
O=C(CSc1nnc(-c2ccco2)n1Cc1ccccc1)NC(=O)NCc1ccco1	2	-1	-4	1	1	4	-7	-19	0.5	-3
CN1CCN(C(=O)/C(=C/c2cn(S(=O)(=O)N(C)C)c3ccccc23)NC(=O)c2ccccc2F)CC1	0	-10	6	4	1	-3	6	5	-0.3	2
CCN(CC)S(=O)(=O)c1ccc(SCC(=O)c2c(N)n(C3CC3)c(=O)[nH]c2=O)nc1	7	4	0	2	3	0	7	-1	0.1	4
COc1ccc(S(=O)(=O)N2CCN(CC(=O)NC3CCCC3)CC2)cc1	-6	-4	7	7	0	-6	0	1	-0.7	-5
Cc1cc(C)cc(N(CC(=O)NCCSCc2ccco2)S(C)(=O)=O)c1	-9	-5	3	2	2	2	-4	10	-0.2	-5
O=C(O)c1cc([N+](=O)[O-])c(Nc2cccc3ccccc23)c([N+](=O)[O-])c1	-2	-7	2	-1	-6	2	-9	-6	-0.2	0
O=C(CN1CCN(C(=O)c2ccco2)CC1)Nc1ccc(Cl)c(C(F)(F)F)c1	-10	-1	8	2	1	2	-10	11	0.6	0
CCOc1ccc(NC(=O)COC(=O)C2C3CC4OC(=O)C2C4C3)cc1 (stereo not drawn)	-1	-3	1	3	3	2	0	-6	0.3	-1
Cc1ccc(NC(=O)c2cc(NC(=O)c3ccco3)ccc2N2CCOCC2)cc1Cl	9	-10	2	-1	1	-4	-4	-1	-5.6	1
O=C(ONC1=NCCCCC1)c1ccc(Cl)cc1	-4	-4	6	0	-3	0	1	-17	0.5	0
Cc1cccc(C(=O)Nc2cc(OCc3cccc(F)c3)c(Cl)cc2Cl)c1	-3	-1	2	-4	-1	8	4	3	0.2	-4
NS(=O)(=O)c1cccc(NC(=O)c2cccs2)c1	3	-8	-3	-2	6	4	21*	-5	0.5	3
O=C(c1ccc(Cl)cc1)C1CCCN(Cc2ccc(Oc3ncccn3)cc2)C1 (stereo not drawn)	7	-6	-7	-2	0	2	-9	-7	-0.2	11
O=C(/C=C/c1ccccc1)N/C(=C/c1ccccc1)C(=O)Nc1cccc(C(=O)O)c1	-1	-7	-4	-2	0	-10	-15	-2	-0.1	-2
CCCSc1nc(C)cc(C)c1S(=O)(=O)c1ccccc1C	-5	1	8	2	-3	-2	-18	8	-0.2	6

Another view of some results above.
Second line of a record: ARFGAP1 inh	PLCb3 inh	DDE Tn6 FP inh	DDE Tn7 FP inh	UHRF1 binding	PLC-gamma1 inh	HGIII-sPLA2 inh	ASAP1 inh	proKLK7 act	Rev-erbA mod
- O=C(CSc1nnc(-c2ccco2)n1Cc1ccccc1)NC(=O)NCc1ccco1
→ 2	-1	-4	1	1	4	-7	-19	0.5	-3
- CN1CCN(C(=O)/C(=C/c2cn(S(=O)(=O)N(C)C)c3ccccc23)NC(=O)c2ccccc2F)CC1
→ 0	-10	6	4	1	-3	6	5	-0.3	2
- CCN(CC)S(=O)(=O)c1ccc(SCC(=O)c2c(N)n(C3CC3)c(=O)[nH]c2=O)nc1
→ 7	4	0	2	3	0	7	-1	0.1	4
- COc1ccc(S(=O)(=O)N2CCN(CC(=O)NC3CCCC3)CC2)cc1
→ -6	-4	7	7	0	-6	0	1	-0.7	-5
- Cc1cc(C)cc(N(CC(=O)NCCSCc2ccco2)S(C)(=O)=O)c1
→ -9	-5	3	2	2	2	-4	10	-0.2	-5
- O=C(O)c1cc([N+](=O)[O-])c(Nc2cccc3ccccc23)c([N+](=O)[O-])c1
→ -2	-7	2	-1	-6	2	-9	-6	-0.2	0
- O=C(CN1CCN(C(=O)c2ccco2)CC1)Nc1ccc(Cl)c(C(F)(F)F)c1
→ -10	-1	8	2	1	2	-10	11	0.6	0
- CCOc1ccc(NC(=O)COC(=O)C2C3CC4OC(=O)C2C4C3)cc1 (stereo not drawn)
→ -1	-3	1	3	3	2	0	-6	0.3	-1
- Cc1ccc(NC(=O)c2cc(NC(=O)c3ccco3)ccc2N2CCOCC2)cc1Cl
→ 9	-10	2	-1	1	-4	-4	-1	-5.6	1
- O=C(ONC1=NCCCCC1)c1ccc(Cl)cc1
→ -4	-4	6	0	-3	0	1	-17	0.5	0
- Cc1cccc(C(=O)Nc2cc(OCc3cccc(F)c3)c(Cl)cc2Cl)c1
→ -3	-1	2	-4	-1	8	4	3	0.2	-4
- NS(=O)(=O)c1cccc(NC(=O)c2cccs2)c1
→ 3	-8	-3	-2	6	4	21*	-5	0.5	3
- O=C(c1ccc(Cl)cc1)C1CCCN(Cc2ccc(Oc3ncccn3)cc2)C1 (stereo not drawn)
→ 7	-6	-7	-2	0	2	-9	-7	-0.2	11
- O=C(/C=C/c1ccccc1)N/C(=C/c1ccccc1)C(=O)Nc1cccc(C(=O)O)c1
→ -1	-7	-4	-2	0	-10	-15	-2	-0.1	-2
- CCCSc1nc(C)cc(C)c1S(=O)(=O)c1ccccc1C
→ -5	1	8	2	-3	-2	-18	8	-0.2	6

(next part)
SMILES	ARFGAP1 inh	PLCb3 inh	DDE Tn6 FP inh	DDE Tn7 FP inh	UHRF1 binding	PLC-gamma1 inh	HGIII-sPLA2 inh	ASAP1 inh	proKLK7 act	Rev-erbA mod
O=C(O)C1C2C=CC(C2)C1C(=O)NC1CCN(Cc2ccccc2)CC1 (stereo not drawn)	9	3	0	-1	0	1	0	4	0.5	-6
Cc1ccc(-c2cc(C(=O)N=Nc3c(O)[nH]c4ccccc34)[nH]n2)cc1C	/	3	8	-8	-1	2	5	/	0.3	-25
CC1=C(C(N)=O)C(c2cccnc2)n2nc(-c3cccc(Cl)c3)nc2N1 (stereo not drawn)	-6	-1	-1	-3	1	4	3	-11	-0.3	-5
COc1ccc(N2C(=O)CC(SCC(=O)O)C2=O)cc1 (stereo not drawn)	-2	9	3	-3	4	0	1	7	0.6	-2
CCC(=O)NC(c1cccs1)c1ccc2cccnc2c1O (stereo not drawn)	6	-27	-6	-3	-6	-21	15	-8	0.2	1
COc1ccc(-n2nnnc2SCC(=O)Nc2ccccc2N2CCOCC2)cc1OC	5	2	-2	1	-1	-1	-2	-5	0.3	3
CC(=O)Nc1cc(C(=O)N2CCc3ccccc3C2)ccc1Sc1ccc(C)cc1	-2	-4	-5	10	1	-1	-10	7	0.3	-8
COc1c(-c2ccc(O)c(O)c2)oc2cc(O)cc(O)c2c1=O	7	3	-12	3	-1	0	-15	10	-0.1	-8
CC(/C=N/NC(=O)c1cccc([N+](=O)[O-])c1)=C\c1ccccc1	13	1	5	-1	5	1	-4	1	-0.1	-6
CCN1CCN(Cc2c(C)[nH]c3ccc(OC)cc3c2=O)CC1	-6	1	1	-6	1	-2	0	0	-0.1	-4
CCOC(=O)N1CCC2(CC1)C(C#N)=C(N)OC1=C2C(=O)CCC1	11	-9	4	-9	1	1	-2	2	0.9	-9
O=C(COC(=O)c1ccc(O)cc1)Nc1cc(S(=O)(=O)N2CCCCCC2)ccc1Cl	26*	1	-3	-9	-1	1	-30	-3	0.4	-2
Cc1ccc(C(=O)Nc2ccccc2C(=O)NCc2cccnc2)cc1	10	-8	-4	-6	0	0	-14	-13	0.3	6
CC1S/C(=N/N=C2CCC(C(C)(C)C)CC2)NC1=O (stereo not drawn)	-2	-54	0	3	-3	-53	-7	9	-1.4	1
O=c1cc(-c2ccccc2Cl)oc2c(NS(=O)(=O)c3cccc4nsnc34)ccc(O)c12	8	4	0	6	-2	5	-20	6	-0.4	0
O=C(COC(=O)c1cc(=O)c2ccccc2o1)Nc1c(F)c(F)c(F)c(F)c1F	8	-5	2	-4	-2	1	-2	-1	-0.1	-2
